IL1B cytotox = toxic to HUVEC cells under IL-1B stimulation | HUVEC cell count loss, Hoechst imaging, IL-1B stimulated | cell count reduction, % at 2 µM | actives 0.41% (n = 94,000) | AID 845;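 active = cell count reduction more than 3 SD above the screen-wide mean, cut at about 70% in these data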;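 also: normalized per plate to untreated control cells as the no-loss baseline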
VCAM1 TNFa inh = reduces TNF alpha induced VCAM1 expression in HUVEC | HUVEC TNFa-induced VCAM-1 immunofluorescence, high-content imaging | inhibition, % at 2 µM | actives 0.48% (n = 95,000);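 active = inhibition above the batch mean plus 3 SD, with images confirmed as a hit by eye, cut at about 37% in these data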;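 also: 0% = TNF-stimulated DMSO wells and 100% = unstimulated control wells; not every result past the cut was called active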
PTK2B oligo ant = Pyk2 (human) oligomerization antagonism. Q14289. Q293 cells, Pyk2 FERM NanoBiT luminescence; stronger effect = lower value. z-score (the deposit names both 25 µM and 10 µM). actives 0.83% (n = 99,000);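 active = Z-score of -3 or lower, scaled per plate to the spread of control and sample wells; inactive = z-score above -3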;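 also: negative z-score means lost luminescence so less FERM oligomerization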
ERa coact inh = ER-alpha (human) coactivator binding inhibition; TR-FRET ER-alpha LBD / SRC-1 peptide, estradiol-bound; inhibition, % at 25.6 µM; actives 1.7% (n = 86,000); AID 629; P03372; in the data active = inhibition above about 50%;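 also: 0% = receptor plus peptide control and 100% = peptide only without receptor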
cytoskel mod = alters cytoskeleton assembly in HUVEC cells | HUVEC TNFa F-actin phalloidin imaging, high content | inhibition, % at 2 µM | actives 0.18% (n = 91,000) | AID 836;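 active = inhibition above the batch mean plus 3 SD and confirmed as a hit by visual image inspection, cut at about 30% in these data, passing the limit was not always enough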; also: strong numbers were not always called active
FAK blocker = blocks human focal adhesion kinase activity; Q05397; biochemical FAK kinase activity assay; inhibition, %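 (tested at 7 µM)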; actives 0.84% (n = 97,000); AID 727; in the data active = inhibition above about 19%;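 also: 0% = DMSO and 100% = reference compound high control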
Target sequence (Q05397 whole entry, looked up): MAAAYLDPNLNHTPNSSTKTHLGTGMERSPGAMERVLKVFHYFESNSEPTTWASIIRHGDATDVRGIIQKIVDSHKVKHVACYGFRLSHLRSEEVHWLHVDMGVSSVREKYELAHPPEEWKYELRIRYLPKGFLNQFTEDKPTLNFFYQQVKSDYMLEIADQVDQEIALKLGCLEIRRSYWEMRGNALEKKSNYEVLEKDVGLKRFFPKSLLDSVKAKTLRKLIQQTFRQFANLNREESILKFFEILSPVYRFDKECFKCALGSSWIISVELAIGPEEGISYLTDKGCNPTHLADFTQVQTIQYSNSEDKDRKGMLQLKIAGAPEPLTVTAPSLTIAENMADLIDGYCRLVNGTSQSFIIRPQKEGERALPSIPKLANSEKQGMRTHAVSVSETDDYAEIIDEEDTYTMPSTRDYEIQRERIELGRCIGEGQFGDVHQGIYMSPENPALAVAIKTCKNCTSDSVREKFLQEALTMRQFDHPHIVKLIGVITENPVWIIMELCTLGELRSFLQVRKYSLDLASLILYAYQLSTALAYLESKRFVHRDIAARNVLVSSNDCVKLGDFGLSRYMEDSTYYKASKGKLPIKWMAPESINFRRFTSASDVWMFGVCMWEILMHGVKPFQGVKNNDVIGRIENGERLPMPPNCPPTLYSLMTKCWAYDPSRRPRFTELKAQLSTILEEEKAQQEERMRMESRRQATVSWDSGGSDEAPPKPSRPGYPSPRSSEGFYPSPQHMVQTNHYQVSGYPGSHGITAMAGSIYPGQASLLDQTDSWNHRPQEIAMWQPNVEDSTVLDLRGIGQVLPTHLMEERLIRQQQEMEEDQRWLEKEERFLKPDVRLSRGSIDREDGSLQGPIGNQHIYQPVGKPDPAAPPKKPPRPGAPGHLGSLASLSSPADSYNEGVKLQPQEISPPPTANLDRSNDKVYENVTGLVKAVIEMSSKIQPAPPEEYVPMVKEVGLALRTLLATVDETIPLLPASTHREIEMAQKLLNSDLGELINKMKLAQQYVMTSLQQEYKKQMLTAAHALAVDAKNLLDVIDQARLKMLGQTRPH
TNFa cytotox = toxic to HUVEC cells under TNF alpha stimulation | HUVEC TNFalpha-stimulated, Hoechst cell count, imaging | cell count reduction, % at 2 µM | AID 848 | actives 0.17% (n = 93,000);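 active = cell count reduction exceeding the screen mean by over 5 SD, scaled to untreated wells per plate, cut at about 78% in these data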;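 also: cells counted after 24 h of TNF alpha exposure following the 1 h pretreatment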
PTPN22 inh 2 = blocks human PTPN22 phosphatase activity. Q9Y2R2. recombinant LYP catalytic domain, DiFMUP fluorescence. inhibition, % at 2 µM. actives 0.21% (n = 96,000);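 active = inhibition at 2 µM at or above a set limit, the screen mean plus 3 SD, cut at about 24% in these data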;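 also: 0% = DMSO with enzyme and 100% = enzyme fully blocked by orthovanadate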
LYP act = LYP (human) phosphatase activation; activation, % at 2 µM; Q9Y2R2; actives 0.11% (n = 96,000); recombinant LYP, DiFMUP fluorescence; 0 = plate median, 100 = signal doubled; AID 697;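 active = activation at 2 µM above a set limit, the mean plus 5 SD, cut at about 37% in these data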
* hit, by the source's call; / = not tested or not shown; [ ] = another dose, or the depositor's remark.

Under each structure – IL1B cytotox	VCAM1 TNFa inh	PTK2B oligo ant	ERa coact inh	cytoskel mod	FAK blocker	TNFa cytotox	PTPN22 inh 2	LYP act
O=C1CCCC(O)=C1C1C2=C(CCCC2=O)Oc2ccccc21 (configuration not stated)
    -47.2	5.9	-1.09	-3.8	10.0	-2.6	-48.5	0.1	0.5
CCCN(CCC)S(=O)(=O)c1ccc(NC(=O)C2CCCO2)cc1 (configuration not stated)
    28.9	6.6	0.28	11.5	2.7	-0.3	-3.7	4.8	-3.9
CCOC(=O)C(=O)Nc1nnc(Cc2ccc(OC)c(OC)c2)s1
    -8.7	-3.4	0.52	8.6	8.6	-2.6	-19.7	4.4	-4.7
Cc1cc(C)c(NC(=O)C2CCCCN2C)c(C)c1 (configuration not stated)
    /	-12.6	0.73	-4.7	8.2	0.9	-9.8	3.1	-3.6
O=C(CCSc1ccccc1)Nc1nccs1
    -17.7	6.9	-0.49	-0.8	-0.4	0.4	-23.3	8.0	-9.1
CCOC(=O)Nc1cc(OC)c(OC)cc1Cc1nccc2cc(OC)c(OC)cc12
    -17.1	13.4	-0.27	-3.2	7.8	-1.6	10.3	-12.7	7.9
COCCCNC(=O)CCc1nc2cccnc2n1Cc1ccc(OC)cc1
    -32.7	4.7	0.19	-7.8	-2.1	-0.4	-17.1	-2.7	-0.6
Cc1ccc(Nc2nc(N3CCOCC3)nc(N3CCOCC3)n2)cc1
    -44.1	-9.1	-0.36	/	-33.6	-0.5	-38.9	-0.6	-1.2
CN(C)S(=O)(=O)N(CC(=O)Nc1ccccc1C(F)(F)F)c1ccccc1
    -39.6	35.2	/	69.8*[fluorescence artefact?]	-4.9	1.9	-21.5	1.2	-1.3
Cc1ccc(-c2cc(C(=O)NCc3ccco3)c3ccccc3n2)o1
    15.9	-9.6	0.31	82.2*	8.6	16.1	-19.1	-5.8	5.8
c1ccc(-n2ncc3c(NCCN4CCCCC4)ncnc32)cc1
    5.4	8.4	-0.22	-6.3	9.7	1.4	-17.5	-8.2	4.7
CCOc1ccc(-c2nc(C#N)c(N3CCN(CC)CC3)o2)cc1
    8.8	5.8	-2	1.5[fluorescence artefact?]	22.1	0.7	-10.3	1.1	-2.2
CC(C)(C)OC(=O)N1CCC(c2cc(=O)n3[nH]c(-c4ccc(Cl)cc4)cc3n2)CC1
    -25.9	8.3	/	30.6[fluorescence artefact?]	0.2	-1.2	5.5	6.4	-6.9
COc1ccc2c(c1)c(C(=O)N1CCN(C)CC1)c(C)n2-c1ccccc1
    23.6	13.1	0.53	-2.7	-2.0	-2.0	-18.4	-6.7	10.7
Cn1c(=O)c2c(nc(Br)n2Cc2ccc3ccccc3c2)n(C)c1=O
    -229.5	-0.4	-1.81	-2.9	24.1	-0.3	-18.0	5.3	-6.0
COc1ccc(/C=N/Nc2nc3ccccc3o2)cc1OC
    25.5	-32.9	-0.6	-1.8	-19.4	4.8	43.5	-1.7	-1.0
CC(C)N1CCN(c2ccncc2S(=O)(=O)N2CCOCC2)CC1
    24.9	-9.2	1.81	/	-2.8	-2.8	-0.5	11.0	-12.4
NC(=O)c1ccsc1NC(=O)CSc1nc2ccccc2c(=O)n1CCCO
    -29.9	18.9	-1.38	21.4[fluorescence artefact?]	5.6	4.9	-17.7	-9.1	6.9
CC(C)(C)c1ccc(OCCn2ccccc2=O)cc1
    15.3	-4.8	-0.2	-0.8	-17.7	-6.0	-15.4	-11.1	8.0
O=C(C1CCN(S(=O)(=O)c2ccccc2)CC1)N1CCOCC1
    5.8	-12.3	0.28	4.0[fluorescence artefact?]	10.1	0.4	-12.5	-0.8	-0.2
O=C(CSc1ccc(Cl)cc1)OCc1nnc(-c2ccccc2)o1
    22.7	10.1	0.57	-6.4	-18.4	4.6	-13.2	17.4	-14.2
Cc1nnc(N(Cc2ccco2)C(=O)c2cccc(C#N)c2)s1
    -20.0	2.4	0.67	3.4[fluorescence artefact?]	3.4	1.6	-0.3	-18.9	15.7
C/C(=N\NC(=O)C(C)Oc1ccc([N+](=O)[O-])cc1)c1ccccn1 (configuration not stated)
    -29.5	12.6	-0.18	/	16.7	0.2	-15.6	5.5	-1.5
Cn1c(SCCOc2cccc(Cl)c2)nnc1-c1ccncc1
    -7.6	19.3	-0.28	-15.7	-32.2	-0.1	-28.0	-13.5	13.3
COc1cccc(-c2nnc(SCC(=O)Nc3cc(C)on3)o2)c1
    -7.1	14.6	0.39	/	-25.0	1.3	-2.3	-12.9	13.1
CC(=O)Nc1ccc(-c2nc3c(C)cccc3[nH]2)cc1
    -26.2	2.0	0.69	8.2	-9.2	3.6	-20.2	-7.7	4.2
CC(C)c1nc(SCC(=O)NCc2ccccc2)n[nH]1
    -24.9	12.4	1.43	-8.6	-3.1	-1.8	-22.8	-3.2	3.8
c1ccc(Nc2nc(-c3cccs3)cs2)nc1
    -21.8	35.9	-0.12	/	11.9	2.0	-2.6	-0.4	-2.7
O=C1CCCc2c1nc(-c1ccccc1)n2O
    -20.2	15.6	0.19	40.2	19.9	-5.5	-3.0	1.7	0.9
O=C(Nc1cccc(C(F)(F)F)c1)c1ccc2nc(-c3ccco3)c(-c3ccco3)nc2c1
    -9.3	-12.1	-0.35	84.3*[fluorescence artefact?]	-16.7	14.3	-17.9	-1.8	3.9
CCn1c(SCC(=O)Nc2cc(C)on2)nc2sc3c(c2c1=O)CCCC3
    82.7*	-0.3	-0.37	24.4[fluorescence artefact?]	-11.8	-1.9	-7.2	-8.5	5.1
O=C(c1ccc(N2C(=O)CCC2=O)cc1)N1CCN(c2ccccc2)CC1
    -40.6	19.8	0.7	-5.3	-3.9	-1.8	-20.2	-4.9	2.1
C=CCn1c(SCC(=O)Nc2ncc(Cc3cc(C(F)(F)F)ccc3Cl)s2)nnc1-c1ccncc1
    -23.7	-0.9	-0.86	/	-4.3	-2.6	-14.0	-6.0	6.6
CC1CCc2c(nc3ncnn3c2N2CCN(c3ccccc3)CC2)C1 (configuration not stated)
    -23.9	-4.4	1.21	-35.0[fluorescence artefact?]	10.7	-1.0	-14.2	-8.0	7.1
Cc1ccc(C(=O)NC(=S)Nc2ccc3c(c2)OCCO3)c(C)c1
    -10.2	2.0	-1.29	/	-8.9	1.5	-24.7	8.6	-3.5
O=C(CS(=O)CC(=O)Nc1cccc2c1CCCC2)Nc1ccc(F)cc1 (configuration not stated)
    9.2	0.8	1.03	-6.0	-11.3	3.9	-10.2	17.9	-15.4
CC1=CC(C)(C)Nc2ccc(OC(=O)C(C)N3C(=O)c4ccccc4C3=O)cc21 (configuration not stated)
    -17.5	-3.1	-1.95	/	-30.7	5.3	-3.8	1.6	-3.6
O=c1[nH]c(Cc2ccccc2)nc2c1oc1ccccc12
    -11.4	5.1	-1.02	-0.6	-10.3	2.8	-17.3	-5.4	3.8
Cc1ccccc1CN1CCN(CC2CC3C=CC2C3)CC1 (configuration not stated)
    12.0	-5.5	1.49	/	1.2	-0.3	-9.7	9.4	-13.1
COc1ccc(C(=O)Nc2ccc(OCC(F)(F)C(F)F)c(C(F)(F)F)c2)cc1OC
    -3.5	8.2	-1.14	/	-4.1	-2.0	12.7	-6.6	12.2
COc1ccc(-c2nc(-c3ccccc3)[nH]c(=O)c2C#N)cc1
    -36.4	1.4	0.37	/	15.3	-1.7	10.5	6.9	-3.8
COCc1[nH]nc2c1C(c1ccnc3ccccc13)C(C#N)=C(N)O2 (configuration not stated)
    -56.2	1.4	-0.12	-5.3	35.5	-0.9	-17.1	-4.3	3.6
Nc1c(S(=O)(=O)c2ccccc2)c2nc3ccccc3nc2n1Cc1ccco1
    -5.9	3.6	-1.12	-28.1	-7.3	-3.7	-28.6	14.2	-15.8
O=C(O)CSc1ccc2ccccc2n1
    -26.6	-7.8	-0.2	-5.5	-0.3	-10.4	8.5	-12.3	16.8
COc1ccccc1C(=O)NCCNC(=O)c1ccco1
    1.5	-16.6	1.07	5.2	3.1	-0.2	-32.7	4.7	1.4
COc1ccc(-c2coc3cc(O)ccc3c2=O)cc1OC
    17.9	-14.5	-0.81	8.2	-12.3	4.1	0.0	14.4	-15.9
Cc1cc(C(=O)N/N=C2\CCCC(C)C2)n[nH]1 (configuration not stated)
    24.0	14.6	-0.41	/	11.4	0.6	-5.4	16.7	-14.2
Cc1ccc(S(=O)(=O)N2CCN(CC(=O)NC3CCCc4ccccc43)CC2)cc1C (configuration not stated)
    13.5	-5.5	-0.77	/	-0.7	-0.1	6.8	-7.5	6.0
COc1ccc(Cl)cc1N(CC(=O)Nc1ccc2c(c1)OCO2)S(C)(=O)=O
    -13.0	1.1	-1.32	-3.2[fluorescence artefact?]	13.0	-3.1	-15.6	-12.3	8.9
Cc1cc(Cl)c(S(=O)(=O)N2CCN(c3ccc(F)cc3)CC2)cc1OCC(=O)NC1CCCCC1
    -3.5	6.0	-1.22	0.4	-5.3	-0.8	-15.7	3.7	-1.3
COc1cc2nc(C3CCC3)n(NC(=O)C3CCC(OC)CC3)c(=O)c2cc1OC (configuration not stated)
    6.6	-12.8	0.57	1.0	-3.4	8.1	2.7	-4.7	2.9
CCOC(=O)N1CCN(Cc2nc(-c3ccc(Cl)cc3)no2)CC1
    -9.9	17.5	2.6	-7.1	-29.5	1.0	3.4	-6.5	9.4
Cc1ccc(CS(=O)(=O)CCC(=O)NCc2ccccn2)cc1
    -8.3	-53.1	1.19	12.8	5.6	-0.8	-55.9	-3.4	1.5
COc1ccc(C)cc1NC(=O)C1CCN(S(=O)(=O)c2cccc3cccnc23)CC1
    14.5	-10.7	/	-3.5	-14.7	10.2	25.8	2.4	-4.0
FC(F)(F)c1cccc(N2CCN(c3nnnn3-c3ccccc3)CC2)c1
    -145.0	-14.8	0.33	-0.8	8.7	-1.1	0.0	1.8	-2.5
CC(C)c1ccc2oc(=O)cc(CN3CCN(c4ccc(F)cc4)CC3)c2c1
    -13.0	5.7	-0.8	-12.3	-17.5	0.3	1.2	-9.4	6.5
CCOc1ccc(N/C(SC)=C(/C#N)C(N)=O)cc1
    9.5	23.8	-0.17	1.4	-27.1	16.8	33.3	-0.7	-1.7
O=C(O)CC1=C(O)C(=O)N(c2ccccc2)C1c1ccc(Br)cc1 (configuration not stated)
    -14.6	9.3	-1.2	-2.0	-2.7	-5.7	-16.4	-6.7	9.9
CCCCOC(=O)CSc1nc2c(c(=O)[nH]c(=O)n2C)n1C/C=C(\C)Cl
    28.7	15.3	-0.53	0.6	-25.9	1.8	-13.9	8.2	-10.4
CC(C)c1ccc2oc(=O)cc(CN3CCN(c4ccccc4)CC3)c2c1
    -19.6	-25.6	-1.61	-5.5	/	-3.3	-32.0	9.0	-10.1
O=C(CSc1ncn[nH]1)c1ccc2c(c1)OCO2
    -0.7	13.7	0.52	4.2	-5.1	1.4	-0.4	-2.0	1.3
O=C(c1cnn2c(C(F)(F)F)cc(-c3ccc4c(c3)OCO4)nc12)N1CCCCC1
    -25.4	5.6	-0.56	4.8	-9.2	3.8	-18.0	-7.3	4.9

Structural class, the compounds so far with a thiophene ring, fused or not.
Under each structure – IL1B cytotox	VCAM1 TNFa inh	PTK2B oligo ant	ERa coact inh	cytoskel mod	FAK blocker	TNFa cytotox	PTPN22 inh 2	LYP act
NC(=O)c1ccsc1NC(=O)CSc1nc2ccccc2c(=O)n1CCCO
    -29.9	18.9	-1.38	21.4[fluorescence artefact?]	5.6	4.9	-17.7	-9.1	6.9
c1ccc(Nc2nc(-c3cccs3)cs2)nc1
    -21.8	35.9	-0.12	/	11.9	2.0	-2.6	-0.4	-2.7
CCn1c(SCC(=O)Nc2cc(C)on2)nc2sc3c(c2c1=O)CCCC3
    82.7*	-0.3	-0.37	24.4[fluorescence artefact?]	-11.8	-1.9	-7.2	-8.5	5.1

Screening results as filed in PubChem.
